Assay outcomes deposited in PubChem by National Center for Advancing Translational Sciences (NCATS).
PTHR1 agonist: qHTS for PTHR1 Agonists: Primary Screen | Potency, µM (doses to about 115 µM), for the others: top-dose activation, usual class: activators | 0.075% of 410,000 active | AID 743266, 2014 | HEK293 GP2 PTHR1 cells, GloSensor cAMP luminescence, 1 h; further: potency means the concentration at half of the fitted maximal effect; nearly all actives have a fitted effect of over 55% in size; some results filed as inactive show a strong effect at the top dose; inactives centre near -15; many of its hits are not listed in these tables
Target sequence (Q03431 whole entry, looked up): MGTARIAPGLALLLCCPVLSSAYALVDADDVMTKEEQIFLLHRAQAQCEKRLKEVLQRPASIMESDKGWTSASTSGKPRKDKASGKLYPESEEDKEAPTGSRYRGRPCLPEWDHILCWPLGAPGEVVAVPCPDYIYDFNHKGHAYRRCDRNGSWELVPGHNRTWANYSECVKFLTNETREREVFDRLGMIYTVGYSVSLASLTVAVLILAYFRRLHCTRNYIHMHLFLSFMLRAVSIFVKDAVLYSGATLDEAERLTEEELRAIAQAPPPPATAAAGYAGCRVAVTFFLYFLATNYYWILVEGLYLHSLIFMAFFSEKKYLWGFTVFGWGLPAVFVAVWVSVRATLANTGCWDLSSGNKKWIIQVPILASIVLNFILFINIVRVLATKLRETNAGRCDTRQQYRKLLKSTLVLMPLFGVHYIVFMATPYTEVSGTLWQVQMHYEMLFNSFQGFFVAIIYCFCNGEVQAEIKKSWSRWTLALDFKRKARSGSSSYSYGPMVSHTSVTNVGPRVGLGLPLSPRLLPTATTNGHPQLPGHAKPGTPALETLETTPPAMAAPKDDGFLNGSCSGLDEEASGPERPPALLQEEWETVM
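HEK-293-derived GP2 cells expressing PTHR1 and a GloSensor cAMP reporter, 3,000/well, plated overnight, given luciferin plus IBMX (each 0.5 mM as added) for 1 h at 37 °C, then compound for 1 h at 37 °C. Luminescence was read after 15 min at room temperature.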
Abeta yeast res: qHTS for compounds that reverse cellular toxicity of Amyloid beta (A-beta) peptide in yeast: Primary Screen; Potency, µM (highest dose often 46.1 µM), for the others: at the top dose growth rescue, actives largely listed as activators; yeast expressing A-beta42, growth rescue, OD600, 48 h; response scale: 0% DMSO, 100% iron-clioquinol control; 0.063% of 410,000 active; further: potency means the concentration at half of the fitted maximal effect; nearly all actives have a fitted effect of over 55% in size
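Yeast growth medium received pinned compounds, then yeast cells expressing toxic A-beta were added; plates incubated at 30 C for 48 hr. Growth read as absorbance at 600 nm, normalized to DMSO and equimolar FeCl3 plus clioquinol controls.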
HEK293 tox: qHTS of GLP-1 Receptor Inverse Agonists: Cytotox Screen; Potency, µM (highest dose often 38.3 µM), for inactives: at the highest dose activity change, negative = inhibition, most hits filed as inhibitors; HEK293 cAMP-luciferase reporter cells, luminescence, 24 h; 0.13% of 410,000 active;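 further: loss of luciferase light is scored as toxicity; potency means the concentration at half of the fitted maximal effect; on the % scale 0 is the no-effect control and ±100 the full control effect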
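To flag toxic compounds, the library was rerun on cells for 24 hr at 37 deg C and 5% CO2. Viability-linked luminescence was captured 12 min after adding luciferase detection reagent.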
TDP-43 yeast inh: qHTS of TDP-43 Inhibitors; TDP-43 expressing yeast growth rescue, BacTiter-Glo, 24 h; Potency, µM (top dose mostly 46.1 µM), for the others: at the highest dose growth rescue (activation), hits mostly activators; 1.8% of 410,000 active; further: potency means the concentration at half of the fitted maximal effect; % of control where 0% means no effect; nearly all actives have a fitted effect of over 50% in size
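Luminescence from BacTiter-Glo reports growth of TDP-43-expressing yeast after 24 hr at 30 deg C with compound. Cells were raffinose-pregrown to mid-log, then seeded in galactose medium at OD600=0.02.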
MmCpn inh: Inhibitors of TCP-1 ring complex (TRiC) of Methanococcus maripaludis (MmCpn): qHTS; purified Mm-Cpn ATPase, ADP Transcreener TR-FRET; Potency, µM (doses to about 76.9 µM), for inactives: top-dose activity, negative = inhibition, usual class: inhibitors; 0.031% of 330,000 active; further: potency means the concentration at half of the fitted maximal effect; on the % scale 0 is the no-effect control and ±100 the full control effect; nearly all actives have a fitted effect of over 80% in size
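Reaction buffer contained 30 mM Tris pH 7.4, 100 mM KCl, 5 mM MgCl2 and 1 mM DTT. Mm-CPN (25 nM final) hydrolysed 10 uM ATP over 30 min at 37°C; ADP was read by HTRF.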
aSyn rescue: qHTS of alpha-syn Inhibitors; Yeast expressing alpha-synuclein, growth rescue, BacTiter-Glo, 24 h; Potency, µM (top dose mostly 46.1 µM), inactives show at the top dose growth rescue (activation), hits mostly activators; 0.14% of 370,000 active; further: potency means the concentration at half of the fitted maximal effect; % of control where 0% means no effect; nearly all actives have a fitted effect of over 65% in size
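Readout is rescue of growth in alpha-synuclein-expressing yeast, so inhibitors of toxicity appear as activators. Growth after 24 hr at 30 deg C in galactose medium is quantified by luminescence.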
pAkt inh: HTS Assay for Inhibitors of Akt Phophorylation: Primary Screen; activity change, % for hits at 50 µM; 0.32% of 360,000 active; Neuro2A IGF-stimulated pAkt S473 HTRF, 20 min; stronger effect = lower value; in the data active means activity change below about -80%; inconclusive means mostly about -51% to -80%; further: on the % scale 0 is the no-effect control and ±100 the full control effect
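Neuro2A cells in DMEM with 0.5% FBS, overnight at 37 deg C, given compound at single 50 µM final, then IGF (6 nM final) for 20 min at 37 deg C. Lysed; phospho-Akt Ser473 by HTRF after 24 h, 665/615 ratio.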
FUS yeast rescue: qHTS for Suppressors of FUS Proteinopathy: Primary screen using FUS-linked yeast assay; Potency, µM (top dose mostly 76.6 µM), without a hit: top-dose growth rescue (activation), hits mostly activators; 0.24% of 390,000 active; S. cerevisiae FUS-expressing, growth rescue, OD600, 24 h;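 further: potency means the concentration at half of the fitted maximal effect; plate controls were DMSO vehicle for no effect and reference control for full effect; nearly all actives have a fitted effect of over 55% in size; some results filed as inactive show a strong effect at the top dose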
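FUS-expressing yeast, raffinose-pregrown, induced in 2% galactose minimal medium at OD 0.005; compounds in a dilution series, 24hr at 30C. Growth restoration read as absorbance at 600 nm. CP55940 positive control, DMSO negative.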
GLP-1R inv ag: qHTS of GLP-1 Receptor Inverse Agonists (Inhibition Mode) | HEK293 GLP-1R CRE-luciferase, luminescence, 24 h; GLP-1R form is constitutively active | AID 624417, 2012 | 1.6% of 410,000 active | Glucagon-like peptide 1 receptor (Homo sapiens), P43220 | Potency, µM (highest dose often 38.3 µM), inactives show top-dose activity change, negative = inhibition, usual class: inhibitors; further: potency means the concentration at half of the fitted maximal effect; on the % scale 0 is the no-effect control and ±100 the full control effect; nearly all actives have a fitted effect of over 55% in size
Target sequence (P43220 whole entry, looked up): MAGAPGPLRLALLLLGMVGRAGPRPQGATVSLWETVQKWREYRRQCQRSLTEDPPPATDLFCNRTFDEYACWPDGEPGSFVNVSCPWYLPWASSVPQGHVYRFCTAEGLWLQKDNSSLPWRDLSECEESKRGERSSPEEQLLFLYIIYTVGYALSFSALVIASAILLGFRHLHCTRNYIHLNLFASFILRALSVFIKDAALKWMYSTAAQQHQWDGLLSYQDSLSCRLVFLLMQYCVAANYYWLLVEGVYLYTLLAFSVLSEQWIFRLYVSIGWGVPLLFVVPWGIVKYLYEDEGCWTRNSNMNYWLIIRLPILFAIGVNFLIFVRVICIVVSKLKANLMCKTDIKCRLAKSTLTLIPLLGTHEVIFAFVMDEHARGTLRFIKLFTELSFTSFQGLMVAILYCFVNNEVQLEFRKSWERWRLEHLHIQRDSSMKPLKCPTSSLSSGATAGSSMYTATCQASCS
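Constitutively active GLP-1R drives a cAMP-responsive luciferase in stably transfected HEK293 cells; test compounds are added after overnight (12 h) attachment and left 24 hr, and signal loss in luminescence marks inhibition.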
* marks the source's active call; other numbers are inactive results; i = inactive; ? = inconclusive; . = not tested or not shown; & = joins results of further samples; [ ] = another dose, or the depositor's remark. Unless noted, the call rests on the fitted dose curve; in most records, active means well fitted curve in the direction sought with a large enough effect; inconclusive means small, poorly fitted or top-dose-only effect, or another doubt; inactive means no such curve, though single readings can be large; an effect the other way counts as inactive or inconclusive. A portion of the library (hit frequency here may not be typical).

no. | molecule | PTHR1 agonist | Abeta yeast res | HEK293 tox | TDP-43 yeast inh | MmCpn inh | aSyn rescue | pAkt inh | FUS yeast rescue | GLP-1R inv ag
1 | COc1ccc(C(CC(=O)O)NC(=O)c2ccccc2)cc1OC (stereo not drawn) | i | 0% | 10% | 14% | 1% | -5% | i | . | 0%
2 | O=C(CN1C(=O)c2ccccc2C1=O)Nc1cc([N+](=O)[O-])ccc1O | -16% | 6% | -11% | 0% | -4% | 0% | i | -32% | 5%
3 | CCN(CC)C(=O)C1=C(C)N(CCCN2CCCC2=O)C(=O)C(CC(=O)NC2CCCCC2)C1 (stereo not drawn) | -22% | -11% | 6% | 2% | . | 0% | i | 6% | 18%
4 | CCOC(=O)c1c(C)nc2c(c1-c1cc(OC)ccc1OC)C(=O)CC(C)(C)C2 | i | 0% | 6% | 19% | 2% | -6% | i | 11% | 9%
5 | Cc1ccc(NC(=O)CCC(=O)N2CCOc3ccccc32)c(Cl)c1 | -2%&-13% | 14%&12% | 3%&-4% | ? | -3% | 1% | i | 9%&9% | ?
6 | CCOC(=O)c1ccc(NC(=S)N(CCCN2CCCCC2)Cc2ccco2)cc1 | -8% | -9% | ? | 2% | -2% | 4% | i | 13% | 11µM*
7 | N#Cc1ccc(OCC(=O)Nc2ccc(S(=O)(=O)N3CCOCC3)cc2)cc1 | i | -13% | -2% | 6% | 0% | -9% | i | -3% | 14%
8 | O=C(c1cccc(-n2cccc2)c1)N1CCN(S(=O)(=O)c2ccccc2)CC1 | i | 3% | -3% | -2% | 3% | 2% | i | 25% | -4%
9 | Cc1ccc(Cl)cc1-n1ncc2c(N3CCC(C(N)=O)CC3)ncnc21 | i | -15% | 0% | 2% | . | . | . | -7% | -15%
10 | O=C(O)CC(CC(=O)NCC(O)c1ccccc1)c1ccccc1 (stereo not drawn) | -4% | 10% | 0% | 8% | 0% | -1% | i | -23% | 28%
11 | CCc1nn(CC(=O)NC(C)CCc2ccccc2)c(=O)c2cc3c(OC)cccc3n12 (stereo not drawn) | -28% | -6% | 6% | -7% | . | . | . | -14% | 4%
12 | CCCCn1c(N)c(N(CCC(C)C)C(=O)COC(=O)c2cccnc2SC)c(=O)[nH]c1=O | -6% | -3% | 9% | 4% | -3% | -5% | i | ? | -15%
13 | CC(=O)N1CCN(c2ccc([N+](=O)[O-])c(NCC3CCCO3)c2)CC1 (stereo not drawn) | i | 10% | -5% | 5% | 2% | 1% | i | -17% | 57%[activator]
14 | Cc1ccc(-c2c(C(=O)N/N=C/c3ccncc3)nnn2-c2nonc2N)cc1 | -63% | -9% | 0% | 17% | 1% | -3% | i | 22% | 61%[activator]
15 | O=C(NCc1ccccc1)c1nc[nH]c1C(=O)N1CCN(c2ccccc2)CC1 | i | 4% | -4% | 19% | -2% | 1% | i | 4% | 10%
16 | CCCCCCCC(=O)NNC(=O)CC(=O)Nc1ccccc1C(=O)O | -25% | -1% | 5% | 18% | 1% | -8% | i | . | 0%

An excerpt from above in order of number of heavy atoms, low to high.
no. | molecule | PTHR1 agonist | Abeta yeast res | HEK293 tox | TDP-43 yeast inh | MmCpn inh | aSyn rescue | pAkt inh | FUS yeast rescue | GLP-1R inv ag
7 | N#Cc1ccc(OCC(=O)Nc2ccc(S(=O)(=O)N3CCOCC3)cc2)cc1 | i | -13% | -2% | 6% | 0% | -9% | i | -3% | 14%
4 | CCOC(=O)c1c(C)nc2c(c1-c1cc(OC)ccc1OC)C(=O)CC(C)(C)C2 | i | 0% | 6% | 19% | 2% | -6% | i | 11% | 9%
12 | CCCCn1c(N)c(N(CCC(C)C)C(=O)COC(=O)c2cccnc2SC)c(=O)[nH]c1=O | -6% | -3% | 9% | 4% | -3% | -5% | i | ? | -15%

More structures.
no. | molecule | PTHR1 agonist | Abeta yeast res | HEK293 tox | TDP-43 yeast inh | MmCpn inh | aSyn rescue | pAkt inh | FUS yeast rescue | GLP-1R inv ag
17 | O=C1CCCN1CCCNS(=O)(=O)c1ccc(Br)s1 | i | 11% | -7% | 11% | 1% | 6% | i | 26% | 9%
18 | CCc1c(C)nc(Nc2nc(C)c3cc(OC)ccc3n2)[nH]c1=O | i | -14% | -4% | -3% | 1% | 21% | i | 13% | 86%[activator]
19 | O=C(CN1CCN(CCOCCO)CC1)N1c2ccccc2Sc2ccc(Cl)cc21 | i | 36% | 1% | 2% | 0% | -2% | i | 11% | ?
20 | COc1ccc(C2c3c(ccc4ccccc34)Oc3ncn4nc(-c5ccco5)nc4c32)cc1 (stereo not drawn) | i | -5% | 5% | -15% | 0% | 3% | i | . | 13%
21 | COCCCn1c(SCC(=O)O)nc2cc(OC)c(OC)cc2c1=N | i | -9% | 0% | -11%[9.22 µM] | -7% | 0% | i | 3% | 8%
22 | COC(=O)CCN(C(=O)c1cccc(OC(C)=O)c1)c1ccccn1 | -8% | -3% | -3% | 2% | -1% | 0% | i | 10% | 2%
23 | CC(C)(C)NC(=O)C(c1ccncc1)N(C(=O)Cn1nnc(-c2ccc(F)cc2)n1)c1ccccc1F (stereo not drawn) | -17% | -15% | -17% | 9% | -4% | -5% | i | -9% | -20%
24 | Cc1cc(C)n(C/C=C/Cn2nc(C)cc2C)n1 | i | 21% | 7% | -9% | 1% | 3% | i | 8% | -8%
25 | CCC(=O)OCc1c(C(F)(F)F)nn(C)c1Oc1cccc(C(F)(F)F)c1 | i | ? | 11% | 13% | 1% | 5% | i | 10% | -23%
26 | COc1ccc(N2CCN(C(=O)CSc3nnc4c(C)cc5c(C)cc(C)cc5n34)CC2)cc1 | -15% | -5% | -26% | -8% | 4% | 8% | i | 24% | ?
27 | C=CCn1c(-c2cccc(OC)c2OC)n[nH]c1=S | -30% | -13% | 1% | 14%[9.22 µM] | -2% | -3% | i | -6% | -3%
28 | O=C(NNS(=O)(=O)c1ccccc1[N+](=O)[O-])c1cccnc1 | -16% | 16% | -14% | 9% | -2% | 2% | i | 14% | ?
29 | Cc1occc1-c1nnc(SCC(=O)Nc2ccccc2N2CCCCC2)n1C | i | 16% | -9% | 3% | -2% | 6% | i | 16% | ?
30 | CC1CN(C2=NC(=O)/C(=C3/C(=O)N(Cc4ccc(F)cc4)c4ccccc43)S2)CC(C)O1 (stereo not drawn) | -4% | -7% | -5% | 3% | 0% | -7% | i | -1% | 10%
31 | CCN(CC)CC(=O)Nc1sc2c(c1C(=O)c1ccccc1C)CCC2 | -10% | -6% | -27% | -12% | -1% | 8% | i | 18% | ?
32 | Cc1cccc(-n2cnc3cc(C(=O)N4CCc5ccccc54)ccc32)c1 | -9% | -38%[inhibitor] | -26% | 13µM* | 1% | 24% | i | . | -34%
33 | O=C(O)c1cc(O)ccc1O | -8% | -29% | 1% | -5% | . | -1% | i | -36% | 7%
34 | CN(C(=O)COC(=O)c1nn(C)c(=O)c2ccccc12)c1c(N)n(Cc2ccccc2)c(=O)[nH]c1=O | i | 9% | 1% | 17% | -3% | -1% | i | 8% | 12%
35 | COc1cc(C(=O)N2CCN(c3ccccc3OC)CC2)c([N+](=O)[O-])cc1OC | i | -12% | ? | -4% | 1% | 6% | i | -7% | ?
36 | COc1ccc(C(=O)c2c(C)c3ccccc3n2CC(O)CNC(C)C)cc1 (stereo not drawn) | ? | 2% | 8.9µM* | 10% | 1% | 2% | i | 4% | 2.2µM*
37 | O=C(Cc1ccccc1Cl)NNC(=O)Nc1ccccc1 | i | -16% | -9% | 9% | -1% | 0% | i | 2% | -1%
38 | CCCCOc1ccc(C(=O)CCN2CCOCC2)cc1 | i | -17% | -1%[7.66 µM] | -17%[9.22 µM] | -2% | 0% | i | 26% | -18%[7.66 µM]
39 | O=C(O)c1ccc(Nc2ncnc3scc(-c4ccccc4)c23)cc1 | -29%&-12% | -1%&-1% | -2%&-6% | -4% | -4% | 3% | i | -4%&0% | 7%&2%
40 | CCN(CC(=O)Nc1c(F)cccc1F)C(=O)c1cc(S(=O)(=O)NCc2ccccc2)ccc1C | i | 4% | -8% | -12% | 0% | -6% | i | 6% | 0%
41 | O=C(NC(Cc1ccccc1)C(=O)N1CCCCC1)c1ccccc1 (stereo not drawn) | -11% | 24% | -5% | 10% | 0% | 7% | i | -1% | -17%
42 | COC(=O)c1cc(C(=O)OCC(=O)N(C)c2ccccc2)cc([N+](=O)[O-])c1 | i | 6% | -22% | 4% | -2% | ? | i | -2% | -6%
43 | COc1ccc(NC(=O)NCCN2CCN(c3cccc(Cl)c3)CC2)cc1 | i | 5% | ? | 15% | 2% | 7% | i | -19% | ?
44 | CCOC(=O)CC1C(=O)NCCN1S(=O)(=O)c1ccccc1 (stereo not drawn) | i | 2% | -8% | -9% | 4% | -10% | i | -10% | 12%
45 | CCN(c1ccc(NC(=O)c2ccc(Cl)nc2)cc1)C(C)C | i | -11% | -11% | -15% | -3% | -4% | i | -24% | -22%
46 | CNC(=O)NC(=O)C(C)OC(=O)c1c2c(nc3ccccc13)/C(=C/c1cccs1)CC2 (stereo not drawn) | -52% | -3% | 281%[activator] | 21% | 0% | -2% | i | . | 1%
47 | COc1ccc(-c2csc3ncnc(N4CCN(Cc5ccccc5)CC4)c23)cc1 | -48%[inhibitor] | 22% | -16% | 10% | 1% | 14% | i | -3% | -32%
48 | COc1ccc(CCNC(=O)c2cccc([N+](=O)[O-])c2)cc1OC | -2% | -24% | -4% | -6% | . | -4% | i | 8% | ?
